# High-throughput results from PubChem.
# SW480 rereplic = DNA re-replication induction in SW480 cells; SW480 DNA re-replication, Hoechst DNA content imaging, 48 h; Potency, µM (doses to about 46.1 µM), for the others: at the top dose re-replication activation, usual class: activators; hit rate 1.8% among 340,000; note: potency is the fitted concentration of half-maximal effect; % of control where 0% means no effect; nearly all actives have a fitted effect of over 55% in size
#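 250 cells/well; 23 nL cpd via pin tool; 48 hr, 37 C, 5% CO2; Hoechst 40 min; imager read of total nuclear intensity, ex 405/em 500-530 nm.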
# DRD3 agonist = activates the human D3 dopamine receptor. hit rate 0.58% among 410,000. D3R DiscoveRx beta-arrestin cells, luminescence, 90 min. max activation, %. P35462; in the data active = max activation above about 30%; note: 0% is about no effect; mostly tested at two doses, the higher about 12 µM
# Target sequence (P35462 whole entry, looked up): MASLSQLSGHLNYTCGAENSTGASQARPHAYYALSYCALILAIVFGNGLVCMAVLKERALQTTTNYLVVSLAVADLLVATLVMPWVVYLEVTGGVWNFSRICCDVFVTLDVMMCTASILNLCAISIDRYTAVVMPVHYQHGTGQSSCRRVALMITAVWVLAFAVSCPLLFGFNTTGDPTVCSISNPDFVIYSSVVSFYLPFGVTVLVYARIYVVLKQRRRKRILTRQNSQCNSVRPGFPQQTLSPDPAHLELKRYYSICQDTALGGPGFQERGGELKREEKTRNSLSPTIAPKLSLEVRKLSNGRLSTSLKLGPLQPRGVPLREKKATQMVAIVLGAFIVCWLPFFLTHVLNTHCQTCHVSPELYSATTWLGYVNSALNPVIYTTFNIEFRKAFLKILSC
#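 Agonist mode: compounds and dopamine controls were applied to plated cells for 90 min at 37 degrees C after an overnight attachment at 1500 cells/well. Luminescent read-out followed 30 - 60 minutes at room temperature with DiscoveRx detection reagent.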
# KB-3-1 cytotox = KB-3-1 parental cell cytotoxicity | KB-3-1 viability, CellTiter-Glo ATP luminescence, 72 h | Potency, µM (doses to about 46.1 µM), without a hit: at the highest dose activity change, negative = cytotoxic, most hits filed as cytotoxic | hit rate 1.4% among 400,000 | AID 1347075; note: potency is the fitted concentration of half-maximal effect; % is set by controls: 0 for no effect and ±100 for the full control effect; nearly all actives have a fitted effect of over 60% in size
#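 Cells are dispensed, compounds pinned in, plates held at 37 °C for 72 h, then CellTiter-Glo is added and luminescence read after 10 minutes. Cell line: parental KB-3-1 in phenol-red-free DMEM, 10% FBS.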
# D3 antag = antagonists of human D3 dopamine receptor; D3R cells, DiscoveRx beta-arrestin luminescence, antagonist mode; stronger effect = lower value; max response, negative = inhibition, %; hit rate 2.5% among 360,000; AID 652054; in the data active = max response below about -50%; inconclusive = no clear call, values can overlap the other calls; note: % is set by controls: 0 for no effect and ±100 for the full control effect; mostly tested at two doses, the higher about 12 µM
#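 Cells plated overnight at 1500 cells/well, then exposed to library compounds with dopamine controls for 90 minutes at 37 degrees C. DiscoveRx reagent added for 30–60 minutes at room temperature; luminescence read, quantitative HTS format.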
# IL-1B inflam inh = inflammasome signaling inhibition, IL-1 beta readout; AID 743279; hit rate 4.7% among 360,000; activity change, % at 57.5 µM; THP-1 LPS/ATP IL-1B secretion, AlphaLISA, 16 h; stronger effect = lower value; in the data active = activity change below about -50%; inconclusive = mostly about -30% to -49%; note: % is set by controls: 0 for no effect and ±100 for the full control effect
#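 Secreted IL-1B measured by AlphaLISA bead assay after 16 h compound exposure of THP-1 cells; compounds (final up to 57.5 uM) added 1 h before LPS (250 ng/mL) and ATP (1.25 mM) stimulation; lower signal means less secretion.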
# HT1080-NT tox = kills 2HG-producing HT-1080-NT fibrosarcoma cells. HT-1080-NT fibrosarcoma viability, CellTiter-Glo ATP luminescence, 48 h. Potency, µM (titrated, usually from 46.1 µM), for inactives: top-dose activity, negative = less viability, most hits filed as cytotoxic. hit rate 1.6% among 360,000;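 note: NT is the 2HG producing partner of a matched IDH1 knockdown line; potency is the fitted concentration of half-maximal effect; 0% = DMSO-treated cells and -100% = media-only wells without cells; nearly all actives have a fitted effect of over 55% in size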
#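 Toxicity toward the 2HG-producing NT line was scored as %Activity, normalised to DMSO and no-cell wells, from CellTiter-Glo luminescence after 48 hours' treatment.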
# KB-V1 MDR tox = kills drug-selected multidrug resistant KB-V1 cells | KB-V1 MDR cells viability, CellTiter-Glo, 72 h | Potency, µM (doses to about 46.1 µM), for the others: at the highest dose activity change, negative = cytotoxicity, usual class: cytotoxic | AID 1347076 | hit rate 3.4% among 400,000; note: potency is the fitted concentration of half-maximal effect; % is set by controls: 0 for no effect and ±100 for the full control effect; nearly all actives have a fitted effect of over 60% in size
#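 Compound-treated KB-V1 multidrug-resistant cells, 72 h, 37 degrees C; viability by CellTiter-Glo. Fitted qHTS curves give the values.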
# HT1080 IDH1KD tx = kills HT-1080 cells with IDH1 knockdown; hit rate 2% among 360,000; HT-1080 IDH1 knockdown viability, ATP luminescence, 48 h; Potency, µM (highest dose often 46.1 µM), for the others: at the highest dose activity, negative = toxicity, hits mostly cytotoxic;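 note: potency is the fitted concentration of half-maximal effect; 0% = DMSO wells and -100% = cell-free medium wells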
#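 Cytotoxicity counter-line: IDH1KD HT-1080, 48 h, CellTiter-Glo. Curves classed by r2, magnitude and activity.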
# GLP1R ag = activates the human GLP-1 receptor | hit rate 0.007% among 380,000 | AID 624172 | Potency, µM (series often up to 45.6 µM), for inactives: at the highest dose activation, hits mostly activators | HEK293 GLP-1R CRE-luciferase, luminescence, 4-6 h; cells express a hypersensitive GLP-1R form | P43220; note: potency is the fitted concentration of half-maximal effect; % of control where 0% means no effect
# Target sequence (P43220 whole entry, looked up): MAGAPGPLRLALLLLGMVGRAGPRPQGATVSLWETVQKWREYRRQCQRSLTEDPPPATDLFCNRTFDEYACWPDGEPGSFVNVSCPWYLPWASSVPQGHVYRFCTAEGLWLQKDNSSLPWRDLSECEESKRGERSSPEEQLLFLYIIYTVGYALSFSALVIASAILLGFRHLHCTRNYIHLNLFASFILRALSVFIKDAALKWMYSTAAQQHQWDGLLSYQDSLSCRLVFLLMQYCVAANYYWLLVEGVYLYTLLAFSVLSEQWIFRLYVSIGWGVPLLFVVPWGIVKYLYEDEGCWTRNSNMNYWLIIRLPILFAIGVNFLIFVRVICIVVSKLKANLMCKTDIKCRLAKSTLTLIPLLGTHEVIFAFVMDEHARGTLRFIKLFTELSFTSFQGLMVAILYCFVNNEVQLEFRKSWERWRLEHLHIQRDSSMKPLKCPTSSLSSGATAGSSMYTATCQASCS
# * marks the source's active call; other numbers are inactive results; ? = inconclusive; · = not tested or not shown; [ ] = another dose, or the depositor's remark. Unless noted, calls come from the whole dose curve; as a rule, active = well fitted curve in the direction sought with a large enough effect; inconclusive = small, poorly fitted or top-dose-only effect, or another doubt; inactive = no such curve, though single readings can be large; an effect the other way counts as inactive or inconclusive. Not a hit list; 12% or so of the library scored in one or more.
# Abbreviations – A = SW480 rereplic; B = DRD3 agonist; C = KB-3-1 cytotox; D = D3 antag; E = IL-1B inflam inh; F = HT1080-NT tox; G = KB-V1 MDR tox; H = HT1080 IDH1KD tx; I = GLP1R ag
> COc1ccc(OC)c(NC(=O)c2cc(-c3ccc(C)cc3O)n[nH]2)c1
  A = 0% | B = -1 | C = 17% | D = 13 | E = -19 | F = -6% | G = -35% | H = -12% | I = -6%

> C[C@H]1CN([C@@H](C)CO)S(=O)(=O)c2ccc(Br)cc2O[C@@H]1CN(C)C(=O)Cc1cccnc1
  A = · | B = -2 | C = 39% | D = 31 | E = 11 | F = 25% | G = 0% | H = 16% | I = 4%

> Cc1nc(S(=O)(=O)N2CCN(c3cccc(Cl)c3)CC2)cn1C
  A = · | B = -8 | C = 0% | D = · | E = · | F = · | G = -12% | H = · | I = -4%

> CCOCc1cc(CN2CCCC(CNC(=O)c3ccco3)C2)ccc1OC (stereo not drawn)
  A = -4% | B = -25 | C = 5% | D = ? | E = 20 | F = -2% | G = 2% | H = 7% | I = 6%

> CC(C(=O)NC1C=CS(=O)(=O)C1)N1C(=O)/C(=C/c2cccc(Cl)c2)SC1=S (stereo not drawn)
  A = 7% | B = -2 | C = -17% | D = 7 | E = -68* | F = ? | G = 12% | H = ? | I = -5%

> O=C(/C=C/c1cccc(Cl)c1)NCCCN1CCOCC1
  A = -4% | B = -2 | C = 0% | D = 6 | E = -8 | F = 9% | G = 23% | H = 5% | I = 0%

> CCC(c1nnnn1C(C)(C)CC)N1CCN(c2ccccc2F)CC1 (stereo not drawn)
  A = 2% | B = 10 | C = ? | D = -1 | E = 8 | F = 18% | G = -3% | H = 4% | I = 6%

> N#Cc1c(-c2ccccc2)cc(-c2ccc3c(c2)OCO3)[nH]c1=O
  A = 18µM* | B = 5 | C = 3% | D = 0 | E = 10 | F = 3% | G = ? | H = 13% | I = 0%

> CCN(CC)CCC(c1ccc(N(C)C)cc1)c1c(OC)cc(OC)c2c(-c3ccccc3)cc(=O)oc12 (stereo not drawn)
  A = -17% | B = -10 | C = -11% | D = -8 | E = -14 | F = -17% | G = 0% | H = -26% | I = -4%

> COc1ccc(CNC(=O)CN(Cc2ccccc2)C(=O)CCC(=O)Nc2ccccn2)cc1
  A = -10% | B = 7 | C = 19% | D = 1 | E = 2 | F = 11% | G = 0% | H = 3% | I = 18%

> COc1cccc(NC(=O)CN(C)CC(=O)Nc2cccc(C(F)(F)F)c2)c1
  A = 3% | B = 6 | C = 5% | D = -27 | E = -17 | F = -21% | G = 5% | H = -17% | I = 26%

> CC1Cc2ccccc2N1S(=O)(=O)c1cccc(C(=O)NNC(=O)c2ccccc2F)c1 (stereo not drawn)
  A = -1% | B = 2 | C = -13% | D = -1 | E = 20 | F = -17% | G = -24% | H = -1% | I = 4%

> c1ccc2c(c1)Sc1cnccc1N2CC1CO1 (stereo not drawn)
  A = · | B = 2 | C = -8% | D = 22 | E = -11 | F = 0% | G = ? | H = -6% | I = -5%

> Cc1ccc(CNC(=O)CCCn2c(=O)[nH]c3ccc(Br)cc3c2=O)cc1
  A = · | B = 0 | C = 22% | D = · | E = · | F = · | G = -3% | H = · | I = 0%

> O=C(CC1CS(=O)(=O)CC1CC(=O)Nc1ccc2c(c1)OCCO2)Nc1ccc2c(c1)OCCO2 (stereo not drawn)
  A = 15% | B = -4 | C = 2% | D = 0 | E = -6 | F = -2% | G = 0% | H = 0% | I = -7%

> CCOC(=O)C1CCN(S(=O)(=O)c2ccc(OC)c(Cl)c2)CC1
  A = ? | B = -12 | C = 1% | D = 9 | E = 0 | F = -3% | G = 6% | H = -13% | I = 9%

> CCOc1ccc(N=C(NC#N)SC)cc1
  A = -8% | B = -3 | C = 5% | D = 22 | E = -4 | F = 1% | G = 16% | H = 20% | I = -11%

> Cc1ccc(NC(=O)CSc2n[nH]c(-c3ccncc3)n2)cc1
  A = 9% | B = 6 | C = 12% | D = -21 | E = 25 | F = 1% | G = 0% | H = -10% | I = -6%

> CCC(C(=O)NC1CCCC1)N(C(=O)Cn1nnc(-c2ccc(C)o2)n1)c1cccc(O)c1 (stereo not drawn)
  A = 8% | B = 3 | C = 12% | D = 3 | E = 4 | F = 6% | G = -25% | H = 5% | I = 11%

> O=[N+]([O-])c1ccc(N2CCCCC2)cc1N1CCOCC1
  A = 1% | B = 7 | C = -1% | D = 30 | E = -13 | F = 7% | G = -4% | H = 4% | I = 17%

> CCNC(=S)NNC(=O)C1CCCCC1
  A = 21% | B = 3 | C = -4% | D = 25 | E = -1 | F = 17% | G = -19% | H = 6% | I = 4%

> Cc1ccccc1C(=O)N1CCC(C(=O)N2CCN(S(=O)(=O)c3ccccc3F)CC2)CC1
  A = -2% | B = -5 | C = 10% | D = -15 | E = -4 | F = -11% | G = -20% | H = 16% | I = 20%

> CCCCn1c(N)c(N(Cc2ccccc2OC)C(=O)COc2ccccc2C#N)c(=O)[nH]c1=O
  A = -4% | B = 5 | C = 0% | D = 3 | E = 5 | F = -1% | G = -6% | H = 3% | I = 7%

> Cn1c(N)c(C(=O)CSc2nc(N)cc(=O)[nH]2)c(=O)n(C)c1=O
  A = -1% | B = -4 | C = ? | D = 11 | E = 15 | F = 11% | G = -5% | H = -4% | I = -5%

> O=C(Nc1nnc(C2COc3ccccc3O2)o1)c1ccc(F)cc1 (stereo not drawn)
  A = 28% | B = -2 | C = ? | D = -7 | E = 41 | F = ? | G = -16% | H = ? | I = -7%

> COc1ccc(C#Cc2ccc(C3=CC(=O)CC(C)(C)C3=O)cc2)cc1
  A = · | B = 5 | C = -24% | D = 5 | E = -9 | F = -10% | G = 6% | H = 1% | I = 2%

> C/C(=N/NC(=O)c1ccc(Cn2cccn2)o1)c1cccc(NC(=O)c2ccncc2)c1
  A = -6% | B = 5 | C = 0% | D = -8 | E = 26 | F = 25% | G = 6% | H = 11% | I = 5%

> COc1ccc(CN(C(=O)Cn2nnc(-c3ccc(C)o3)n2)C(C(=O)NCC2CCCO2)c2ccco2)cc1 (stereo not drawn)
  A = -25% | B = 2 | C = ? | D = 1 | E = -8 | F = 2% | G = -28% | H = -15% | I = 7%

> Cc1noc(C)c1CSCC(=O)Nc1cc(C(F)(F)F)ccc1N1CCCCC1
  A = 14% | B = 9 | C = -16% | D = 12 | E = -7 | F = -3% | G = ? | H = -12% | I = 5%

> C[C@H](CO)N1C[C@H](C)[C@@H](CN(C)C(=O)Nc2ccc3c(c2)OCO3)Oc2ccc(NC(=O)C3CCCCC3)cc2C1=O
  A = -39%[inhibitor] | B = 28 | C = 18% | D = 10 | E = -9 | F = 3% | G = 17% | H = -1% | I = 0%

> OC(CNCC(c1ccco1)N1CCCCC1)c1ccccc1 (stereo not drawn)
  A = 1% | B = -6 | C = -2% | D = ? | E = -5 | F = 8% | G = ? | H = 0% | I = 12%

> CC(C)Cn1c(C(C)C)nc([N+](=O)[O-])c1Sc1ccc(Cl)cn1
  A = 1% | B = -2 | C = ? | D = -11 | E = -9 | F = -2% | G = ? | H = -13% | I = -1%

> Cc1ccc(S(=O)(=O)N(C)C)cc1NC(=O)c1cc(C(C)(C)C)nn1Cc1ccccc1
  A = ? | B = 4 | C = -19% | D = 27 | E = -11 | F = -8% | G = -8% | H = -9% | I = -7%

> CCOC(=O)c1cccc(NC(=O)c2cc3ccccc3o2)c1
  A = 6% | B = -3 | C = 3% | D = ? | E = -7 | F = 0% | G = -30% | H = 2% | I = 3%

> Nc1nc(-c2ccccn2)nc(N)c1Cc1ccccc1F
  A = 8% | B = 4 | C = -1% | D = -24 | E = 15 | F = -25% | G = ? | H = -10% | I = 10%

> O=C(CSc1nc(=O)n(CCCN2CCOCC2)c2c1CCC2)Nc1ccc(F)cc1F
  A = -7% | B = 3 | C = -11% | D = 3 | E = -9 | F = 0% | G = -16% | H = 10% | I = -10%

> Cc1cc(C)c(C#N)c(SCC(=O)NN2CC(=O)N(c3ccccc3F)CC2=O)n1
  A = -21% | B = 3 | C = 5% | D = 11 | E = -1 | F = 0% | G = -25% | H = -4% | I = -2%

> CC1(C)Oc2ccc3ccc(=O)oc3c2/C(=C/Nc2ccc(O)cc2)C1=O
  A = ? | B = 28 | C = 5% | D = 20 | E = -81* | F = ? | G = ? | H = -19% | I = 21%

> O=C(Nc1nc(-c2ccc(F)cc2)cs1)c1cnccn1
  A = -8% | B = -6 | C = 6% | D = 4 | E = ? | F = 1% | G = -29% | H = 7% | I = -3%

> O=C(C1CCN(Cc2nc(Cc3cccc(F)c3)no2)CC1)N1CCOCC1
  A = 0% | B = 2 | C = 2% | D = -11 | E = -3 | F = 23% | G = 6% | H = 24% | I = 1%

> C1CN(c2nc3nonc3n3nnnc23)CCO1
  A = -5% | B = 0 | C = -2% | D = 1 | E = 20 | F = 8% | G = 2% | H = 3% | I = 3%

> Cc1ccccc1S(=O)(=O)Cc1ccc(C(=O)NCCCN(C)Cc2ccccc2)o1
  A = -6% | B = -16 | C = -1% | D = -6 | E = -12 | F = -2% | G = ? | H = 2% | I = -1%

> CC(=O)Nc1nc(SCC(=O)Nc2nnc(C)s2)[nH]c(=O)c1NC(=O)c1cccs1
  A = 1% | B = 6 | C = -2% | D = 1 | E = 33 | F = 23% | G = 4% | H = 7% | I = -2%

> COCCN1C(=O)COc2ccccc2C1C(=O)Nc1c(C)cccc1C (stereo not drawn)
  A = · | B = 6 | C = 5% | D = 24 | E = 35 | F = 20% | G = 16% | H = 5% | I = -4%

> COc1ccc(NC(=O)C(=O)NCCN2CCN(C(=O)c3ccc(C(C)(C)C)cc3)CC2)cc1
  A = 0% | B = 2 | C = 3% | D = 1 | E = 18 | F = 11% | G = 1% | H = -17% | I = -1%
